FXIa inh – blocks human coagulation factor XIa activity. P03951. purified human FXIa, fluorogenic AMC substrate cleavage. inhibition, % at 10 µM. 33,000 tested, 0.3% active. AID 687;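 active means inhibition above 40% in the primary screen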;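 further: 0% = enzyme without compound and 100% = blank wells lacking enzyme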
FXIIa inh – inhibitors of human coagulation factor XIIa; AID 701; purified human FXIIa, AMC substrate fluorescence, 2 h; P00748; 33,000 tested, 0.2% active; inhibition, % at 10 µM; in the data active means inhibition above about 30%;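 further: 0% = enzyme with vehicle only and 100% = no enzyme blank; many of its hits are not listed in these tables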
Target sequence (P00748 20-372 limits assumed): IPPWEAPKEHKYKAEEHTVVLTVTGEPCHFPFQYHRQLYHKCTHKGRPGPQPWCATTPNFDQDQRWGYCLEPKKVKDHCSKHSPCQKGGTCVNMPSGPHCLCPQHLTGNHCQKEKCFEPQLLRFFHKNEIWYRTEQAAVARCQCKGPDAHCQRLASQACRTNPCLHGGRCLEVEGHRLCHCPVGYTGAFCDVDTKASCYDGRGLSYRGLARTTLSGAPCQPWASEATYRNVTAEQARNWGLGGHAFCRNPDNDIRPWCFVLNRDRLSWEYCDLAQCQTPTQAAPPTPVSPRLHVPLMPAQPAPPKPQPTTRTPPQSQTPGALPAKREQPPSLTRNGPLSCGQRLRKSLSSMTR
Target sequence (P00748 373-615 limits assumed): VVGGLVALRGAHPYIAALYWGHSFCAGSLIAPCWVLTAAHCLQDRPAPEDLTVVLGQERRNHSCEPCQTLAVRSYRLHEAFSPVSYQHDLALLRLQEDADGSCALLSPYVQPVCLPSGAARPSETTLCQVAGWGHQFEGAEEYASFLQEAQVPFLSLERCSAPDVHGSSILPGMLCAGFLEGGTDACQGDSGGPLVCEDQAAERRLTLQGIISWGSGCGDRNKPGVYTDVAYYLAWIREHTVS
Active calls of the source: *. The list is partial (hit frequency here may not be typical).

SMILES | FXIa inh | FXIIa inh
O=S(=O)(c1cccc(-c2nc3ccccc3s2)c1)N1CCCC1 | 1 | 8
Brc1ccc(CSc2nnc(Cc3c[nH]c4ccccc34)o2)cc1 | 4 | 19
CCCn1nnnc1SCC(=O)N1CCCc2ccccc21 | 10 | 7
CCn1c(CSc2nc3ccccc3s2)n[nH]c1=S | 20 | -13
COc1ccc(C(=O)C2CCN(C(=O)c3ccc(C)cc3)CC2)cc1 | -4 | 6
Cc1ccc2[nH]c3c(NCc4ccco4)ncnc3c2c1 | 3 | 3
CSC1=N/C(=C\c2ccc(Br)o2)C(=O)S1 | -7 | 7
O=C(C1CCC1)N1CCc2cc(S(=O)(=O)NC3CCCc4ccccc43)ccc21 (stereo not given) | 3 | 5
CC(C)(C)c1nc2scc(-c3ccc(Cl)cc3)c2c(=O)o1 | 11 | 8
CCCCN(CCCC)S(=O)(=O)c1ccc(SCC(=O)OCC)c([N+](=O)[O-])c1 | 0 | 13
Cc1ccccc1S(=O)(=O)c1c(C)cc(C)n(C(C)C)c1=O | 2 | 6
Cn1c(CNC(=O)Nc2ccccc2Cl)nnc1SCc1ccccc1 | 3 | 8
O=C(CSc1n[nH]c(-c2cccs2)n1)N1CCCc2ccccc21 | 1 | 4
Cn1c(SCC(=O)NCc2ccccc2)nc2ccccc21 | -2 | -11
COc1cc(C2CC(=O)n3c(nc4ccccc43)S2)cc(OC)c1OC (stereo not given) | -3 | 5
Brc1ccc(-c2nc3ncccn3c2Nc2ccc3c(c2)OCCO3)o1 | 8 | 27
CC1(C)CC(=O)c2cc(OCC(=O)NCCN3CCOCC3)ccc2O1 | -9 | 1
COc1ccc(-n2c(SCC(=O)NCC3CCCO3)nc3ccccc32)cc1 (stereo not given) | -5 | 2
Nc1ccccc1SCC(=O)Nc1ccc(N2CCOCC2)cc1 | 8 | 5
Cc1csc(NC(=O)CSc2ncn(-c3ccccc3)n2)n1 | 2 | 5
Clc1ccc(-n2nnnc2-c2cnc(-c3ccncc3)nc2-c2cccs2)cc1 | -8 | -3
COC(=O)C1=C(C)NC(=O)CC1c1ccc(F)c(Br)c1 (stereo not given) | 0 | 3
CC(=O)c1ccc(N2CCN(c3ccc(S(=O)(=O)N4CCN(C)CC4)cn3)CC2)cc1 | -16 | -1
Cc1ccc(CSc2ncnc3c2cnn3Cc2ccccc2)cc1 | -8 | 8
CCCc1nc2ccccc2c(C(=O)OC2CCOC2=O)c1CC (stereo not given) | 3 | 2

Remaining list, next part
SMILES | FXIa inh | FXIIa inh
CC(=O)c1cccc(NC(=O)CCS(=O)(=O)c2cccc3nsnc23)c1 | -1 | 6
Cn1c(=O)c2c(nc(N3CCOCC3)n2CCCNC2=NCCCCC2)n(C)c1=O | 6 | 1
COc1cc(-c2nc(-c3ccc4c(c3)-c3ccccc3S4(=O)=O)c(-c3ccccc3)[nH]2)cc(OC)c1OC | 0 | -2
CC(C)C(NC(=O)C1CCC(C(C)(C)C)CC1)C(=O)NCc1cccnc1 (stereo not given) | -2 | -4
O=C(Nc1ccc2nsnc2c1)N1CCCCC1 | -8 | 4
COc1cc(OC)cc(-c2nc3nc(C)c(CCC(=O)NCc4ccco4)c(C)n3n2)c1 | 1 | 4
CCCCc1cc(=O)oc2c(CN3CCCC3)c(O)c(Cl)cc12 | -44 | -119
c1ccc(-n2c(-c3ccncc3)nnc2-c2cccs2)cc1 | 0 | 9
Cc1ccc(NC(=O)c2ccc(N3C(=O)C4CC=C(Cl)CC4C3=O)cc2)cc1 (stereo not given) | 0 | 5
CC(C)CCN1C(=O)CCC1(C)C(=O)NC1CCCCCCC1 (stereo not given) | -7 | 13
O=C(CS(=O)(=O)Cc1ccccc1)N1CCN(C(=O)c2ccco2)CC1 | 0 | 6
O=C(COc1cccc(C(F)(F)F)c1)Nc1ccc(S(=O)(=O)N2CCCC2)cc1 | 0 | 1
Cc1ccc(-c2nc3ccccn3c2NC(=O)c2ccco2)cc1 | -1 | 9
O=C(Nc1ccc2nc(-c3ccccc3)[nH]c2c1)c1cccs1 | -6 | 4
CCOC(=O)C(NC(C)=O)C(=O)O (stereo not given) | 13 | 6
O=S(=O)(c1ccc(Cl)cc1)N1CCN(Cc2c[nH]c3ccccc23)CC1 | 9 | 3
COc1cc(C2NC(=S)NC(C)=C2C(=O)OC(C)C)ccc1OC(C)C (stereo not given) | 1 | 4
COc1cc(OC)cc(C(=O)NC2CCN(Cc3nnnn3Cc3cccs3)CC2)c1 | -1 | 3
Cc1ccc(-n2nc(C)c3c2OC(N)=C(C#N)C3c2ccc(C)o2)cc1 (stereo not given) | 0 | 12
COc1ccc(-c2cn[nH]c2N)cc1OC | 10 | 6
Cc1cc(NS(=O)(=O)Cc2ccccc2)cc(C)c1OCC(=O)N1CCOCC1 | -2 | 8
CC(C)=C1SC(N2CCN(Cc3ccccc3)CC2)=NC1=O | -3 | 4
CCOP(=O)(O)c1ccccc1OCCOCCOc1ccccc1P(=O)(O)OCC | -3 | 3
O=C(CCC1COc2ccccc2O1)Nc1ccccn1 (stereo not given) | -3 | 4
COc1cc(Cl)c(C)cc1NC(=O)CSc1nnc(-c2cccnc2)n1Cc1ccco1 | -1 | 9

Remaining list, next part
SMILES | FXIa inh | FXIIa inh
COc1ccc(N2CCN(CC(=O)Nc3nnc(-c4ccccc4)s3)CC2)cc1 | -2 | 4
Cn1c2c(c(=O)n(C)c1=O)CN(CCc1ccccc1)CN2 | 4 | 8
COc1cccc(-n2c(SCC(=O)NC3CCCC3)nnc2-c2ccco2)c1 | -3 | 3
O=c1oc2cc(Br)ccc2n1CSC1=NCCS1 | 1 | 8
CC(C)(C)NC(=O)C1CCN(S(=O)(=O)c2ccc(Br)cc2)CC1 | -2 | 0
CCCS(=O)(=O)c1snnc1C | -6 | 0
Nc1nc(NCc2c(F)cccc2Cl)nn1-c1ccccc1 | 1 | 11
COCCN(CC(=O)NCc1ccc2c(c1)OCO2)C(=O)CCC(=O)Nc1nccs1 | -2 | -13
CCOC(=O)N1CCN(S(=O)(=O)c2c(C)cc(C)cc2C)CC1 | 7 | 2
O=C(c1ccccc1)c1ccc(OCCCCN2CCCCC2)cc1 | -4 | 15
CCCCCOP(=O)(OCCCCC)C1(NS(=O)(=O)c2ccccc2)C=CC(=O)c2ccccc21 (stereo not given) | -9 | 4
Cc1nnc(-c2cnn(C)c2N)n1Cc1cccc(Cl)c1 | -12 | 0
O=S(=O)(/C=C/c1ccccc1)N1CCN(c2cccc(Cl)c2)CC1 | -3 | 8
C=CCOc1cc(C)nc(-c2ccccc2O)n1 | 12 | 5
Cc1cccc(OCC(=O)O/N=C(\N)c2ccccn2)c1C | 2 | 6
c1ccc(N2CCN(c3nc4ccccc4n4cnnc34)CC2)cc1 | 2 | 6
COc1ccc(C(=O)Nc2cc(C)nc3ccccc23)cc1OC | -3 | 10
O=C(O)C1CCN(C(=O)COc2ccc3c4c(c(=O)oc3c2)CCC4)CC1 | -2 | 6
CC1CN(C(=O)c2ccc3c(c2)OCO3)CC(C)O1 (stereo not given) | 13 | -13
CCCNC(=O)NC(=O)COC(=O)c1oc2ccc(OCC)cc2c1C | -1 | 3
COC(=O)c1ccccc1NC(=O)/C=C/c1cc(OC)c(OC)c(OC)c1 | 13 | 0
COC(=O)c1ccc(CSc2nnc(CNC(=O)COc3ccc(Cl)cc3)o2)o1 | 0 | 1
CCc1ccccc1NC(=O)CSc1nc2ccccc2n1CC(=O)N1CCCC1 | 2 | 2
CC(C)n1c(SCC(=O)Nc2ccccc2)nc2c1c(=O)n(C)c(=O)n2C | -5 | 3
CCC(C)NS(=O)(=O)c1ccc(-c2csnn2)s1 (stereo not given) | 32 | -11

Full records, looked up by structure.
`CCCCc1cc(=O)oc2c(CN3CCCC3)c(O)c(Cl)cc12` as listed: FXIa inh: -44; FXIIa inh: -119
`COc1ccc(N2CCN(CC(=O)Nc3nnc(-c4ccccc4)s3)CC2)cc1` as listed: FXIa inh: -2; FXIIa inh: 4

The results go on:
SMILES | FXIa inh | FXIIa inh
Cc1cnc(NC(=O)CN2CCN(c3ccccc3F)CC2)s1 | 2 | -1
CN1CCN(S(=O)(=O)c2ccc3c(c2)OCCO3)CC1 | 0 | 13
CC1(C)CC(=O)C2=C(C1)N(CC1CCCO1)C(=O)C2(NC(=O)c1cccnc1)C(F)(F)F (stereo not given) | -1 | 4
Cc1ccccc1-n1c(-c2cccnc2)n[nH]c1=S | -1 | -17
O=C1C2CC=C(Cl)CC2C(=O)N1CNc1ccccn1 (stereo not given) | 1 | 5
CCOc1ncccc1C(=O)N(C)CC1COc2ccccc2O1 (stereo not given) | 0 | -7
COc1ccc(C(=O)Nc2ccc(N3CCCC3)cc2)cc1 | 0 | 0
CSc1nnc(Cc2cc(=O)[nH]c(=O)[nH]2)n1-c1cccc(C)c1 | 4 | 1
COCCSc1ccccc1C(=O)Nc1ccc2c(c1)OCCO2 | 22 | -14
O=C(NCc1ccco1)C1CCN(S(=O)(=O)Cc2ccccc2)CC1 | 2 | 3
Cn1nc(OC(=O)Nc2ccc(F)cc2)cc1C(F)(F)F | -6 | 9
CS(=O)(=O)N(CC(=O)N1CCN(Cc2ccccc2)CC1)Cc1ccccc1 | 2 | 4
Cc1ccc(CS/C(Nc2ccccc2C)=C(\C#N)C(=O)NCc2ccco2)c(C)c1 | 3 | 5
CSCCC(NC(=O)COc1ccccc1)C(=O)N1CCN(c2ccccc2F)CC1 (stereo not given) | 0 | 3
Cc1cc2cc(CNS(=O)(=O)c3ccccc3)ccc2n1C | 4 | 4
CCOC(=O)C1CCN(C(=O)Nc2ccc3nc(-c4ccco4)c(-c4ccco4)nc3c2)CC1 | 8 | 7
COc1cc(C(c2c(C)[nH][nH]c2=O)c2c(C)[nH][nH]c2=O)ccc1OS(=O)(=O)c1ccc(C)cc1 | 7 | 8
CCN(CC)CCN1C(=O)C(=O)/C(=C(/O)c2ccc(OC(C)C)cc2)C1c1ccncc1 (stereo not given) | -13 | -13
COc1ccc(OCC(=O)N2CCN(S(=O)(=O)c3ccc(Cl)cc3)CC2)cc1 | -3 | 8
Cc1cccc(C)c1-n1c(SCC(=O)NCc2ccco2)nc2ccccc2c1=O | -4 | 1
CC(=O)Nc1c(O)nc(SCC(=O)Nc2c(C)cccc2C)[nH]c1=O | -3 | 8
CC1(C)C2CCC1(CS(=O)(=O)N1CCOCC1)C(=O)C2 (stereo not given) | 4 | 10
Clc1ccc(-c2cnc3n2CCC3)cc1 | -2 | 1
CCOc1ccc(NC(=O)C2CCN(c3nnnn3-c3ccccc3)CC2)cc1 | -3 | 4
CCOC(=O)C(NCCCCl)c1ccccc1 (stereo not given) | 24 | -11

15 entries from above, reformatted.
structure	FXIa inh	FXIIa inh
Cc1ccc(-c2nc3ccccn3c2NC(=O)c2ccco2)cc1	-1	9
O=C(Nc1ccc2nc(-c3ccccc3)[nH]c2c1)c1cccs1	-6	4
CCOC(=O)C(NC(C)=O)C(=O)O (stereo not given)	13	6
O=S(=O)(c1ccc(Cl)cc1)N1CCN(Cc2c[nH]c3ccccc23)CC1	9	3
COc1cc(C2NC(=S)NC(C)=C2C(=O)OC(C)C)ccc1OC(C)C (stereo not given)	1	4
COc1cc(OC)cc(C(=O)NC2CCN(Cc3nnnn3Cc3cccs3)CC2)c1	-1	3
Cc1ccc(-n2nc(C)c3c2OC(N)=C(C#N)C3c2ccc(C)o2)cc1 (stereo not given)	0	12
COc1ccc(-c2cn[nH]c2N)cc1OC	10	6
Cc1cc(NS(=O)(=O)Cc2ccccc2)cc(C)c1OCC(=O)N1CCOCC1	-2	8
CC(C)=C1SC(N2CCN(Cc3ccccc3)CC2)=NC1=O	-3	4
CCOP(=O)(O)c1ccccc1OCCOCCOc1ccccc1P(=O)(O)OCC	-3	3
O=C(CCC1COc2ccccc2O1)Nc1ccccn1 (stereo not given)	-3	4
COc1cc(Cl)c(C)cc1NC(=O)CSc1nnc(-c2cccnc2)n1Cc1ccco1	-1	9
COc1ccc(N2CCN(CC(=O)Nc3nnc(-c4ccccc4)s3)CC2)cc1	-2	4
Cn1c2c(c(=O)n(C)c1=O)CN(CCc1ccccc1)CN2	4	8

More entries
SMILES | FXIa inh | FXIIa inh
CC(C)(C)n1nnnc1C(c1ccc(Cl)cc1)N1CCCc2ccccc21 (stereo not given) | -6 | 1
O=C(O)COCCN1CCN(C(c2ccccc2)c2ccc(Cl)cc2)CC1 (stereo not given) | -11 | 3
CCNc1nc(C)nc2c1oc1ccccc12 | -4 | 2
CCNc1ccc2noc3c2c1C(=O)c1ccccc1-3 | 2 | 6
Cc1cc(NC(=O)C2=C(O)c3ccccc3S(=O)(=O)N2C)no1 | -5 | -9
COc1ccc(-c2ccc(=O)n(CC(=O)Nc3nnc(C(C)C)s3)n2)cc1OC | 3 | 4
c1ccc2sc(SN3CCOCC3)nc2c1 | 1 | 7
O=C(Nc1cc(Cl)cc(Cl)c1)C(NCCO)c1ccccc1 (stereo not given) | 5 | 5
Cc1nn(Cc2ccccc2)c(C)c1NC(=O)CSc1nc2sc3c(c2c(=O)n1C)CCC3 | -3 | 1
Cc1cccc(C)c1NC(=O)N1CCN(c2nc3ccccc3s2)CC1 | 9 | 4
Cc1ccc(NC(=O)CSc2nc(NS(=O)(=O)c3ccccc3)cc(=O)[nH]2)cc1 | -7 | 10
Cn1c(SCC(=O)NC(C)(C)C)nnc1-c1cccc(NC(=O)c2ccccc2F)c1 | 0 | 6
CCOC(=O)Cc1c(C)nc2c(-c3ccccc3)c(-c3ccccc3)[nH]n2c1=O | 1 | 2
COc1cccc(NC(=O)CN2CCN(c3nc(-c4cccc(OC)c4)cs3)CC2)c1 | 6 | 6
COc1ccc(C(=O)OCC(=O)c2ccccc2)cc1S(=O)(=O)N1CCOCC1 | -4 | -4
CCC(CC)c1nnc(NC(=O)CCN2C(=O)c3ccccc3C2=O)s1 | -4 | 4
CCN(CC)S(=O)(=O)c1cc(C(=O)Nc2ccccn2)ccc1C | -2 | 3
COc1ccc(Nc2nc(N3CCCC3)nc(N3CCCC3)n2)c(OC)c1 | -4 | 2
O=C(CCN1CCN(CCO)CC1)Nc1ccc(OCc2ccccc2)cc1 | -4 | 3
CCCCn1nc(C(=O)N[C@@H](CCSC)c2nc3ccccc3[nH]2)c2ccccc2c1=O | -8 | -3
O=C(c1ccncc1)c1ccc(Br)cc1 | -6 | 5
Cc1cccc2cc(C#N)c(SCC(=O)Nc3ccccc3N3CCOCC3)nc12 | 2 | 4
CCC1(CC)Cc2ccccc2-c2nc(CN3CCOCC3)[nH]c(=O)c21 | 7 | 4
